# MBNL1 CUG block: qHTS Assay for Inhibitors of MBNL1-poly(CUG) RNA binding | TR-FRET MBNL1-His/biotin-(CUG)12 binding, 665/545 ratio | Potency, µM (titrated, usually from 57.5 µM), inactives show top-dose activity change, negative = inhibition, most hits filed as inhibitors | actives 0.036% (n = 280,000) | AID 2675, 2010; active = well fitted inhibition curve with a large enough effect in the signal ratio, with a control signal flat, not every such curve was filed as active; inconclusive = small, poorly fitted or top-dose-only effect, or effect the other way, or a change in a side signal; inactive = no such curve, though single readings can be large or run the other way; the % refers to the signal ratio; also: potency is read from the fitted curve at half-maximal effect; % is scaled to controls: 0 for no effect and ±100 for the full control effect
#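 His-tagged MBNL1 binding to biotinylated (CUG)12 RNA was measured by TR-FRET using terbium anti-His antibody (0.055 ng/ul final) and streptavidin-XL665 (5 nM final). Compounds were titrated 92 nM to 58 uM; 60 min at room temperature.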
# PTAP TSG101 blk: qHTS Assay for Iinhibitors of HIV-1 Budding by Blocking the Interaction of PTAP/TSG101. Tumor susceptibility gene 101 protein (Homo sapiens), Q99816. Fluorescence polarization, FITC-PTAP peptide / Tsg101 binding. Potency, µM (highest dose often 115 µM), for inactives: at the top dose activity change, negative = inhibition, actives largely listed as inhibitors. 340,000 tested, under 10 active; active = well fitted inhibition curve with a large enough effect in the main read-out, with a control signal flat, not every such curve was filed as active; inconclusive = small, poorly fitted or top-dose-only effect, or effect the other way, or a change in a side signal; inactive = no such curve, though single readings can be large or run the other way; also: potency is read from the fitted curve at half-maximal effect; % of control where 0% means no effect
# Target sequence (Q99816 whole entry, looked up): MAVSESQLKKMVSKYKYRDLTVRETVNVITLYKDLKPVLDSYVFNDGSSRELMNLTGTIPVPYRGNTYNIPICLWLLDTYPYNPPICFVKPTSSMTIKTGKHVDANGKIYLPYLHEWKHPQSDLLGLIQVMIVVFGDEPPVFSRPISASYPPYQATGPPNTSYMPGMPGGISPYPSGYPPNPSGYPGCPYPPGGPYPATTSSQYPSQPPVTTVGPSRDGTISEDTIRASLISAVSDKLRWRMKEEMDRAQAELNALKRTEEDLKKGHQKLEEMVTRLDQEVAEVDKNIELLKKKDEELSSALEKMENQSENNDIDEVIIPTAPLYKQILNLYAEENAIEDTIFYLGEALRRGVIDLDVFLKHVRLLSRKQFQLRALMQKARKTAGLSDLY
#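 Fluorescence polarization binding of Tsg101 binding domain (10 uM final) to FITC-labeled PTAP peptide (50 nM final) in HEPES pH 7.5 buffer with NaCl, Tween 20, EDTA, TCEP. Compounds added before peptide; binding 20 min at RT.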
# CXXC DNA block: qHTS Fluorescence Polarization Assay for Inhibitors of MLL CXXC domain - DNA interaction; actives 0.037% (n = 290,000); AID 2662, 2010; Histone-lysine N-methyltransferase 2A (Homo sapiens), Q03164; Potency, µM (doses to about 115 µM), for the others: at the top dose activity change, negative = inhibition, hits mostly inhibitors; MLL-CXXC / FITC-HOXA9 DNA fluorescence polarization; active = well fitted inhibition curve with a large enough effect in the polarisation, with a control signal flat, not every such curve was filed as active; inconclusive = small, poorly fitted or top-dose-only effect, or effect the other way, or a change in a side signal; inactive = no such curve, though single readings can be large or run the other way; the % refers to the polarisation; also: potency is read from the fitted curve at half-maximal effect
#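 Purified MLL-CXXC (added from a 7 uM solution) was preincubated 5 min at ambient with pinned compounds in 50 mM Tris-HCl pH 7.5, 50 mM NaCl, 1 mM DTT, 0.05% BSA. Fluorescein-labeled HOX-A9 DNA (50 nM solution) followed, 30 min, then polarization read.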
# AT treatment: qHTS Assay for Identifying a Potential Treatment of Ataxia-Telangiectasia | […] A-T fibroblasts, KAP-1 phosphorylation AlphaLISA; neocarzinostatin DNA damage 30 min before lysis | Potency, µM (doses to about 57.5 µM), for the others: at the highest dose activation, hits mostly activators | actives 0.19% (n = 320,000) | AID 485349, 2010; also: potency is read from the fitted curve at half-maximal effect; % of control where 0% means no effect; nearly all actives have a fitted effect of over 45% in size
#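 hTERT-immortalized A-T patient fibroblasts ([…]), 500 cells/well in OPTI-MEM, 1% FBS, got compounds for 60 min, then NCS for 30 min at 37C. Lysates were then assayed for phospho-KAP-1 by AlphaLISA (anti-pKAP1 donor, anti-KAP1 acceptor beads), 6 hr at 25C.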
# Mito fusion act: qHTS Assay for Small Molecule Inhibitors of Mitochondrial Division or Activators of Mitochondrial Fusion | S. cerevisiae fusion-defective mutant growth rescue, CellTiterGlo 48 h | actives 0.23% (n = 320,000) | Potency, µM (series often up to 46.1 µM), inactives show at the highest dose growth rescue (activation), usual class: activators;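 also: potency is read from the fitted curve at half-maximal effect; % of control where 0% means no effect; nearly all actives have a fitted effect of over 45% in size; temperature-sensitive fusion mutants such as fzo1-1 at 37 °C on non-fermentable ethanol glycerol medium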
#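 S. cerevisiae fusion-defective temperature-sensitive mutants (e.g. fzo1-1, mgm1-5) grown 48 h at 37C in YPEG (ethanol/glycerol non-fermentable) medium with 23 nl compound per well; growth rescue read as CellTiterGlo luminescence.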
# a7 integrin act: qHTS for Activators of Integrin-Mediated Alleviation for Muscular Dystrophy. AID 624291, 2012. alpha7betagal myoblasts, beta-gal FDG fluorescence, 48 h. Potency, µM (titrated, usually from 38.3 µM), for the others: top-dose activation, actives largely listed as activators. actives 0.064% (n = 350,000);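 also: potency is read from the fitted curve at half-maximal effect; 100% = response of the positive control SU9516; nearly all actives have a fitted effect of over 60% in size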
#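 Alpha7betagal+/- myoblasts (passage 13) were plated 16-24 hr, then exposed to compounds (1:260 dilution of DMSO stock) for 48 hours at 37C. After MPER lysis, β-galactosidase reporter activity was read as FDG fluorescence (ex 480/em 540) after 30 minutes.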
# Menin MLL FP TR: qHTS Assay for Inhibitors Targeting the Menin-MLL Interaction in MLL Related Leukemias: Competition With Texas Red Labeled MLL-derived Mutant Peptide | Menin + Texas Red MLL mutant peptide, fluorescence polarization | actives 0.23% (n = 270,000) | Potency, µM (highest dose often 61.6 µM), inactives show at the top dose FP activity change, negative = inhibition, actives largely listed as inhibitors; active = well fitted inhibition curve with a large enough effect in the polarisation, with a control signal flat, not every such curve was filed as active; inconclusive = small, poorly fitted or top-dose-only effect, or effect the other way, or a change in a side signal; inactive = no such curve, though single readings can be large or run the other way; the % refers to the polarisation; also: potency is read from the fitted curve at half-maximal effect; % of control where 0% means no effect; many of its hits are not listed in these tables
# TCR act: Activators of T cell receptors: qHTS campaign | Potency, µM (top dose mostly 9.22 µM), for inactives: at the top dose activation of IL-2 secretion, usual class: activators | 330,000 tested, under 10 active | AID 504894, 2011 | primary human leukocytes, anti-CD3, IL-2 HTRF, 48 h; also: % of control where 0% means no effect
#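 1) Mix primary human leukocytes, a-CD3 beads and compound. 2) Incubate 48 hr. 3) Add HTRF IL-2 reagents (a-IL-2-K, a-IL-2-d2).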
# TSHR antag: Antagonists of the Thyroid Stimulating Hormone Receptor: HTS campaign. activity change, negative = inhibition, % at 11.5 µM. AID 504810, 2011. actives 0.2% (n = 330,000). TSHR-expressing cells, TSH-stimulated cAMP HTRF, 2 h; stronger effect = lower value;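 active = activity change below a set negative limit, meaning inhibition stronger than a set level, cut at about -70% in these data; inconclusive = activity change between two set negative limits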; also: % is scaled to controls: 0 for no effect and ±100 for the full control effect
#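 Antagonism was scored as loss of TSH-driven cAMP in TSHR cells, stimulated with 4nM TSH (EC80) for 2 hours at 37 deg C and detected by homogeneous HTRF competition immunoassay.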
# ASM inhibitor: Inhibitors of Secretory Acid Sphingomyelinase (S-ASM): qHTS | Sphingomyelin phosphodiesterase (Homo sapiens), P17405 | placental ASM, HMU-PC fluorogenic substrate, 60 min | Potency, µM (top dose mostly 57.5 µM), for inactives: top-dose activity change, negative = inhibition, hits mostly inhibitors | actives 0.006% (n = 340,000) | AID 504937, 2011; also: potency is read from the fitted curve at half-maximal effect
# Target sequence (P17405 47-631 limits assumed): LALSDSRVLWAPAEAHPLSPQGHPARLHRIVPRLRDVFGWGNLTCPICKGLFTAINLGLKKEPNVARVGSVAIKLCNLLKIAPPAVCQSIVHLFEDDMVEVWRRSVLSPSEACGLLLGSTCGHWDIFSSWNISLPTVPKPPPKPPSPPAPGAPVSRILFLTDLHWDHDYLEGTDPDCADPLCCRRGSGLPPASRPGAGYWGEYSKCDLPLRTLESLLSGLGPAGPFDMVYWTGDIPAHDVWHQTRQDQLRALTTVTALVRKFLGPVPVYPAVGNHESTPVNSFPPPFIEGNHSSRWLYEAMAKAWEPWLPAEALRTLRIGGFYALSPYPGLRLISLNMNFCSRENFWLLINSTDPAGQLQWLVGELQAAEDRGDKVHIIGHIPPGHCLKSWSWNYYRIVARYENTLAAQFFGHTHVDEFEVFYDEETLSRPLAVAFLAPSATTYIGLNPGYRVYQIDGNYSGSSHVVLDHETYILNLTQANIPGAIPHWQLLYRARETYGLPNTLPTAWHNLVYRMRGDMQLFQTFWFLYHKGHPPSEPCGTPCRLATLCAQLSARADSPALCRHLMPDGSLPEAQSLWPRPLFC
#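 HMU-PC0 cleavage (9 uM final) by human placental ASM, 60 min at 37 °C following 10 min compound exposure at RT; stopped at pH 10, fluorescence Ex 386/Em 447 nm.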
# Active calls of the source: *; ? = inconclusive; / = no result given; [ ] = another dose, or the depositor's remark. Unless noted, calls follow the shape of the dose curve; as a rule, active = well fitted curve in the direction sought with a large enough effect; inconclusive = small, poorly fitted or top-dose-only effect, or another doubt; inactive = no such curve, though single readings can be large; an effect the other way counts as inactive or inconclusive. Some of the compounds tested; count on the stated rates, not on these rows.
SMILES,MBNL1 CUG block,PTAP TSG101 blk,CXXC DNA block,AT treatment,Mito fusion act,a7 integrin act,Menin MLL FP TR,TCR act,TSHR antag,ASM inhibitor
CC(C)C(=O)NC(C)C(c1cccs1)N1CCN(C)CC1 (configuration not stated),0%,-7%,6%,-8%,-1%,-6%[7.66 µM],5%,4%,12,3%
O=C(CCC(=O)N1CCOc2ccccc21)Nc1ccccc1Cl,-5%,2%,/,11%,2%,23%,-8%,1%,9,2%
CCC(C(=O)O/N=C(\N)c1ccc(C)cc1)c1ccccc1 (configuration not stated),-1%,-4%,-19%,-3%,-3%,10%,-1%,-3%,-16,-1%
CCOC(=O)c1c(NC(=O)c2ccccc2C(=O)O)sc2c1CCC2,3%,-7%,-3%,4%,-2%,25%,10%,/,17,14%
COCC(C)NCC(=O)NC(C)CCc1ccccc1 (configuration not stated),/,-6%,1%,-2%,1%,-31%,-10%,-1%[46.1 µM],11,2%
CCCn1c(=NC(=O)CS(=O)(=O)c2ccccc2)sc2cc(S(C)(=O)=O)ccc21,/,-2%,/,7%,5%,-2%,/,3%,15,/
CN1CCN(c2nc(-c3ccccc3)ncc2S(C)(=O)=O)CC1,0%,1%,0%,21%,-5%,16%,-4%,0%,6,1%
CCOc1ccc(S(=O)(=O)NCCC(=O)N(C)Cc2ccc(C)o2)cc1,/,1%,/,0%,6%,-5%,/,0%,-2,0%
CC(=O)Nc1ccc(Nc2cc(-c3ccccc3)nc3ncnn23)cc1,-18%,-3%,-5%,-1%,-3%,3%,0%,6%,12,-3%
Cc1ccc(NC(=O)CSc2nnc(CNC(=O)c3ccco3)o2)cc1Cl,-1%,-1%,3%,-3%,-4%,2%,-3%,4%,1,-2%
N#CCCn1cc(/C=N/O)c(-c2ccc(Cl)cc2)n1,-7%,0%,-10%,4%,11%,21%,23%,-1%,3,0%
Cc1ccc(-n2ncc3c2CCCC3NC(=O)CCC2=NNC(=O)CC2)cc1C (configuration not stated),-3%,-4%,4%,25%,0%,-2%,/,-4%,5,4%
CN1CCN(c2nc(-c3ccc(Cl)c(Cl)c3)nc3ccccc23)CC1,-4%,/,3%,3%,-64%[inhibitor],/,10%,/,-1,/
OC(CNC1CCCc2ccccc21)COc1ccc2ccccc2c1 (configuration not stated),-6%,-1%,10%,-3%,-5%,-31%,-16%,5%[46.1 µM],-1,-1%
CN(C)CC(C)(C)CNC(=S)Nc1ccc(S(=O)(=O)N2CCOCC2)cc1,-9%,-2%,1%,1%,-2%,2%,-3%,6%[46.1 µM],5,1%
CCCc1nc2ccc(NC(C)=O)cc2c(=O)n1Cc1cccc(Cl)c1,-1%,1%,5%,2%,21%,19%,-3%,-5%,1,-1%
COc1nc(N)nc(NC23CC4CC(CC(C4)C2)C3)n1,-4%,0%,10%,10%,-29%,-22%,1%,-10%,-3,-4%
Cc1cc(C)cc(N(CC(=O)O)S(=O)(=O)c2c(C)noc2C)c1,1%,-7%,-2%,1%,-1%,12%,/,/,2,5%
CC(C)C(=O)NCCc1c[nH]c2ccccc12,/,-4%,26%,0%,0%,8%,-1%,3%[46.1 µM],4,0%
O=C(Cn1c(C(=O)NCCCN2CCOCC2)cc2sccc21)c1ccccc1,5%,-8%,-2%,/,1%,18%,-12%,14%,/,1%
Cc1cc(C(=O)N(C)CC(=O)Nc2ccccc2C(F)(F)F)c(C)o1,-7%,-2%,-1%,3%,-5%,-16%,9%,-2%,3,4%
CCOc1ccc(-c2nnc3sc(-c4ccccc4OC)nn23)cc1,/,-3%,/,/,/,-11%,/,7%,/,-2%
CCCCC(=O)Nc1cccc(NC(=O)c2ccc(Br)o2)c1,-1%,-2%,15%,/,7%,13%[7.66 µM],-6%,-9%,-1,8%
C=CC[C@H](N)C(=O)O,/,/,-2%,/,-2%,/,3%,/,5,/
Cc1cccc(N2C(=O)CS/C2=N\NC(=O)c2ccc(Br)cc2)c1C,?,-2%,15%,4%,-2%,27%,18%,-7%[46.1 µM],3,9%
CCOC(=O)C1=C(c2ccccc2)NC(=S)NC1c1cccc([N+](=O)[O-])c1 (configuration not stated),-4%,1%,3%,4%,-1%,-7%,-8%,9%[46.1 µM],-19,1%
O=C(CN1CCCCC1)Nc1ccc(C(F)(F)F)cc1Cl,/,0%,-20%,0%,-2%,11%,/,7%,-1,0%
CCOC(=O)C1CCN(CCC(=O)Nc2ccc(Br)c(C)c2)CC1,-5%,0%,-3%,0%,-8%,-12%,0%,/,0,-1%
COc1ccc(S(=O)(=O)Nc2ccccc2C(=O)NCc2cccnc2)cc1C,-5%,1%,1%,-4%,2%,-4%,24%,3%,5,3%
COc1ccc(C(=O)COC(=O)/C=C/c2ccccc2)cc1,-4%,-3%,3%,6%,-2%,0%,?,0%,-5,/
CCCC(NC(=O)CCc1c(C)c2cc3c4c(oc3c(C)c2oc1=O)CCCC4)C(=O)O (configuration not stated),-2%,-5%,29%,7%,16%,6%,-18%,-1%,-10,179%[activator]
COC(=O)c1ccc(C2C(C(=O)c3ccc(C)o3)=C(O)C(=O)N2c2cc(C)on2)cc1 (configuration not stated),66%[activator],-6%,-10%,20%,1%,-3%,/,-1%,-12,0%
CN(CC(=O)NCCc1ccccc1)CC(=O)Nc1cccc(F)c1,/,-1%,/,6%,/,29%,/,5%,/,-3%
CCOc1ccccc1NC1=C(Cl)C(=O)N(c2ccc(OC)cc2)C1=O,23%,-16%,2%,-9%,2%,10%,-5%,10%[46.1 µM],3,-2%
O=C(O)c1ccc(O)c(N2C(=O)Nc3ccccc3N2O)c1,-6%,1%,5%,-1%,-3%,27%,5%,2%[46.1 µM],3,4%
CCOc1ccccc1CN1CCN(Cc2ccon2)CC1CCO (configuration not stated),-8%,-5%,4%,-5%,-1%,2%,/,5%,0,9%
Cc1ccc(OCC(=O)N2CCN(C(=O)c3cccs3)CC2)cc1,11%,-3%,4%,2%,0%,-11%,13%,-4%,10,-1%
CCN(CC)S(=O)(=O)c1ccc(Cl)c(NC(=O)COC(=O)c2ccc([N+](=O)[O-])o2)c1,?,1%,2%,10%,1%,-21%,/,-3%,-4,1%
CN(C)S(=O)(=O)N1CCC(Oc2ccc(C(=O)N3C[C@H]4CC[C@H]3C4)cc2)CC1,-6%,-1%,-7%,5%,0%,-49%[inhibitor],/,0%,3,0%
Cc1nc(-c2ccc(S(=O)(=O)N3CCOCC3)cc2)cs1,-2%,0%,6%,23%,-1%,-15%,/,-2%,2,-2%
N#CC(/C(=N/S(=O)(=O)c1cccs1)c1ccccc1)c1nc2ccccc2[nH]1 (configuration not stated),-2%,-3%,-17%,/,-1%,17%,?,0%,36,-2%
COc1ccc(F)cc1CN1CCN(c2cc(C)nc3c4c(C)cc(C)nc4nn23)CC1,7%,/,-13%,16%,-16%,/,-8%,/,-11,/
CCC(C)(C)NC(=O)CN(C(=O)CCC(=O)Nc1ccccn1)c1ccc(F)c(Cl)c1,-8%,-17%,11%,1%,-1%,-8%,/,1%,2,1%
CCOc1cc(CNC(=O)CN2C(=O)c3ccccc3S2(=O)=O)ccc1OC,16%,-2%,9%,-8%,1%,18%,-2%,-5%,-8,0%
Cc1nnc(SCC(=O)Nc2nnc(SCc3cccc(Br)c3)s2)s1,/,-2%,11%,-6%,5%,0%,14%,-5%,2,1%
O=C(CNc1cccc([N+](=O)[O-])c1)NCCCc1ccccc1,?,1%,-5%,10%,11%,-2%,12%,-2%,6,-4%
Cc1ccc(C(=O)Nc2ccccc2C(=O)N2CCOCC2)cc1[N+](=O)[O-],/,1%,16%,-6%,-1%,25%,-1%,4%[46.1 µM],1,0%
Oc1ccc(C2C=C(c3ccc(F)cc3)Nc3ncnn32)cc1 (configuration not stated),-5%,-9%,86%[activator],3%,-2%,22%,/,-5%,-3,17%

# Bioassay records: PubChem BioAssay, National Center for Advancing Translational Sciences (NCATS)
